OXTR ag: human OXTR agonism; CHO-OTR cells, Fluo-8 calcium fluorescence; normalized: DMSO 0%, oxytocin 100%; activation, % at 3 µM; 320,000 compounds, 0.32% hits; AID 2435;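 active means activation above the mean of all tested compounds plus 3 SD, cutoff set per screening run, cut at about 20% in these data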;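 further: peak over basal fluorescence ratio from a 100 s FLIPR kinetic read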
M18AAP inhibitor: PfM18AAP enzyme inhibition; recombinant PfM18AAP, H-Glu-NHMec fluorogenic cleavage; inhibition, % at 7.35 µM; 290,000 compounds, 1.2% hits;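 active means inhibition above the campaign mean inhibition over all tested compounds plus 3 SD, cut at about 28% in these data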;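 further: 0% = plate median of test compound wells and 100% = 2 mM ZnCl2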
GalR3 antag: blocks the human galanin receptor 3; HEK293 GalR3-CNG cAMP membrane potential fluorescence; galR3 body fused to GalR1 C-terminus; inhibition, % at 3 µM; 360,000 compounds, 0.44% hits;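 active means inhibition above the screen-wide average plus 3 SD, cut at about 13% in these data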;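 further: forskolin and galanin both at EC90 stimulate the cells; cAMP rise reported by CNG channel membrane potential dye signal; 0% = forskolin plus galanin with DMSO and 100% = forskolin alone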
Target sequence (O60755 1-299 limits assumed): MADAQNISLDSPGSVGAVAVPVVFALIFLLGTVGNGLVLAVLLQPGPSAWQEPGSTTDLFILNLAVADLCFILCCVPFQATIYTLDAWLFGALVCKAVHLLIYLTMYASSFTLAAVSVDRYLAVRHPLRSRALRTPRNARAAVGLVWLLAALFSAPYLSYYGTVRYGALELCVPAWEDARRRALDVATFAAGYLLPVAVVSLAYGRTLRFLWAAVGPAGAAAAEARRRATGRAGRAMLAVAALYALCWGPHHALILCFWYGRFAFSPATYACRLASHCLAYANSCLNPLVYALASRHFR
V1aR counter: activates human V1a receptor in oxytocin agonist counter-screen. P37288. CHO-V1R cells, Fluo-8 calcium fluorescence, agonist mode; 0% DMSO, 100% 3 nM vasopressin. activation, % at 3 µM. 320,000 compounds, 0.25% hits. AID 2797;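 active means activation above the mean activation of all tested compounds plus 3 SD, per screening run, cut at about 20% in these data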;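 further: signal is peak over basal fluorescence ratio across a 100 second FLIPR read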
Target sequence (P37288 whole entry, looked up): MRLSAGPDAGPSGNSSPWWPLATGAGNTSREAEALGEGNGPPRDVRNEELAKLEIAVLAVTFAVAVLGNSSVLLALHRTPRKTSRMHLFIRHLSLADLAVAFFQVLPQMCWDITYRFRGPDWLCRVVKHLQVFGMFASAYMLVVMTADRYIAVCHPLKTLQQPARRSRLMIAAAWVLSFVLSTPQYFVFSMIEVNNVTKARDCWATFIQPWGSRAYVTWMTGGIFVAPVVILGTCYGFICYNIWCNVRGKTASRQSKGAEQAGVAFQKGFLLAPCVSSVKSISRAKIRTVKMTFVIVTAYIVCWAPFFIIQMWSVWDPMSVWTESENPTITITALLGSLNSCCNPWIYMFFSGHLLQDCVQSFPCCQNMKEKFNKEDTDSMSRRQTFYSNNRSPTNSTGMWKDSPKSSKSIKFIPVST
OXTR potentiator: potentiators of human oxytocin receptor; P30559; CHO-OTR cells, Fluo-8 calcium fluorescence, potentiator mode; 0% = oxytocin EC15, 100% = EC100; activation, % at 3 µM; 320,000 compounds, 0.061% hits;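 active means activation above that plate's cutoff, the mean activation of tested compounds plus 3 SD, cut at about 6.6% in these data, passing the limit was not always enough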;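 further: 100% uses oxytocin at 75 nM as the full agonist control; some results filed as inactive read as strong as hits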
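Material: human OTR in CHO cells. Compound: 3.0 µM, one dose. Timing: compound 6 min at room temperature before oxytocin, 100 s read. Evaluation: % activation of max/min ratio relative to oxytocin controls. Replication: single well per compound, singlicate. Signal: Fluo-8 calcium dye fluorescence.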
MEKK2 WT-MEK5: raises or lowers MEK5 binding to wildtype human MEKK2 PB1 domain. AID 1531. bead flow cytometry, Alexa488-MEK5 binding to MEKK2 WT; actives lie on both sides. Q9Y2U5. 290,000 compounds, 1.1% hits. binding response (% of control), % at 10 µM; in the data active means binding response below about 67% or above about 130%
MEKK2 mut-MEK5: signal of MEK5 binding to mutant human MEKK2 PB1 domain; bead flow cytometry, Alexa488-MEK5 binding to MEKK2 mutant; percent response, % at 10 µM; 290,000 compounds, 0.35% hits; AID 1530; in the data active means percent response above about 24%, passing the limit was not always enough; further: inactives centre near 1; some results filed as inactive read as strong as hits
GPR7 antagonist: human neuropeptides B/W receptor 1 antagonism | GPR7-expressing cells, fluorescence antagonist assay | AID 1861 | 290,000 compounds, 1.1% hits | inhibition, % at 4.4 µM; in the data active means inhibition above about 16%, passing the limit was not always enough;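 further: cells stimulated with the agonist NPW; 0% = agonist with vehicle and 100% = vehicle without agonist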
Target sequence (P48145 whole entry, looked up): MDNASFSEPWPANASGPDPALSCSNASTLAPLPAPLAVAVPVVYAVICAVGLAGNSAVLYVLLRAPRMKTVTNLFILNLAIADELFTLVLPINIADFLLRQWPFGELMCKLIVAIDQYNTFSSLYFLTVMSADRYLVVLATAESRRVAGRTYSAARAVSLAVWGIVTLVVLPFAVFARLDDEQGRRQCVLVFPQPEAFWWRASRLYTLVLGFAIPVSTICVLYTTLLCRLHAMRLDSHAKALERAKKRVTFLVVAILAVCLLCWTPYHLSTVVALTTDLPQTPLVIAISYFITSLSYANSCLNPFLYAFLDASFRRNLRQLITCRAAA
NALP1 yeast inh: blocks the NALP1 inflammasome reconstituted in yeast; S. cerevisiae NALP1/ASC/caspase-1 growth, X-gal OD620, 72 h; inhibition, % at 10 µM; 280,000 compounds, 0.61% hits; AID 2071; in the data active means inhibition mostly above about 24%, no sharp cut-off; inactive means mostly below about 32%; further: some compounds called inactive have numbers as strong as hits
* = called active by the depositor; nt = not tested or not shown; [ ] = remark or other dose.

SMILES | OXTR ag | M18AAP inhibitor | GalR3 antag | V1aR counter | OXTR potentiator | MEKK2 WT-MEK5 | MEKK2 mut-MEK5 | GPR7 antagonist | NALP1 yeast inh
COc1cc(C(=S)N2CCCC2)ccc1OCc1ccc(C)cc1 | -0.4 | -2 | -10 | 1.8 | -2 | 111 | 14 | -5 | -9
COc1cccc(-c2nc(CS(=O)(=O)CC(=O)NCCCN3CCN(C)CC3)c(C)o2)c1 | 1.0 | -2 | 4 | -0.4 | 5 | 105 | 3 | -18 | 26
COc1ccc(C(=O)n2cnc3ccccc32)cc1 | -0.3 | -3 | -10 | 0.6 | -5 | 111 | 12 | -12 | -4
CC/C(=N\NC(=O)CNC(=O)/C=C/c1ccco1)c1ccccc1 | -2.2 | 7 | 2 | -0.8 | -15 | 114 | 8 | -14 | 16
COc1cccc(-c2ccc3c(N)c(C(=O)NC4CC4)sc3n2)c1 | -1.0 | 17 | -7 | -1.2 | -7 | 125 | 23 | -5 | -6
C=CCN(CC=C)CCOc1cccc(Oc2ccccc2)c1 | -2.0 | -6 | 1 | 0.5 | -11 | 117 | 4 | -20 | 12
O=C(C(=O)N1CCN(c2ccc([N+](=O)[O-])cc2)CC1)c1cn(CC(=O)N2CCOCC2)c2ccccc12 | -0.5 | 4 | -5 | 2.4 | -5 | 110 | 8 | 0 | 14
CCCOc1ccc(C2C(C(=O)c3ccco3)=C(O)C(=O)N2CCCn2ccnc2)cc1 (stereo unspecified) | -0.7 | -1 | -1 | -0.3 | -23 | nt | nt | -15 | 22
c1ccc(C2CC(c3cccs3)n3nnnc3N2)cc1 (stereo unspecified) | 0.6 | 1 | 0 | 2.0 | -16 | 95 | -2 | -5 | -3
CN(C(=O)c1ccc(NC(=O)C2CCN(C(=O)OC(C)(C)C)CC2)cc1)C1CCC1 | 4.0 | nt | -2 | 3.3 | -2 | nt | nt | nt | nt
Cc1cc(=O)c(C(=O)OC(C)C(=O)NC(N)=O)nn1-c1ccc(Cl)cc1 (stereo unspecified) | -0.3 | -2 | -5 | 0.1 | -7 | 99 | 2 | -8 | 16
CC(C)(C)C(=O)Nc1nc2ccc(S(C)(=O)=O)cc2s1 | -0.6 | 0 | -3 | -0.1 | -4 | 94 | -2 | -2 | 26
Cn1c(=O)c2c(SCc3cccnc3)nc(C3CC3)nc2n(C)c1=O | -2.4 | -4 | nt | -1.0 | 0 | 113 | 12 | -11 | -14
COc1ccc(-c2noc(C3CCCN(C(=O)CCc4ccccc4)C3)n2)cc1 (stereo unspecified) | 1.2 | 1 | -4 | 9.1 | 3 | 93 | -5 | -5 | 30
CC(C)c1ccc(/C=N/NC(=O)c2ccccn2)cc1 | -0.1 | 11 | -7 | -0.1 | -9 | 93 | -5 | 10 | 4
CCN(C(=O)COC(=O)c1nccnc1N)c1cccc2ccccc12 | 1.0 | nt | -3 | 2.1 | 3 | nt | nt | nt | nt
Cc1sc(NC(=O)c2sc3nc4c(C)cccc4cc3c2N)c(C#N)c1C | 14 | 11 | -2 | 7.7 | -7 | 87 | -5 | -3 | 14
CCOC(=O)Cc1csc(CC(N)=O)n1 | 1.1 | 4 | 4 | 1.3 | 2 | 106 | 3 | -12 | -6
O=C(CSc1n[nH]c(=O)n1C1CC1)Nc1ccc(F)c(Cl)c1 | 2.3 | nt | -1 | 1.2 | -5 | nt | nt | nt | nt
CS(=O)(=O)Nc1ccc(C2=NN(S(C)(=O)=O)C(c3ccc4c(c3)OCO4)C2)cc1 (stereo unspecified) | 0.2 | -8 | 0 | 0.7 | -3 | nt | nt | -3 | 30

An excerpt from above in order of count of non-hydrogen atoms, low to high:
SMILES | OXTR ag | M18AAP inhibitor | GalR3 antag | V1aR counter | OXTR potentiator | MEKK2 WT-MEK5 | MEKK2 mut-MEK5 | GPR7 antagonist | NALP1 yeast inh
CCOC(=O)Cc1csc(CC(N)=O)n1 | 1.1 | 4 | 4 | 1.3 | 2 | 106 | 3 | -12 | -6
COc1ccc(C(=O)n2cnc3ccccc32)cc1 | -0.3 | -3 | -10 | 0.6 | -5 | 111 | 12 | -12 | -4
CC(C)(C)C(=O)Nc1nc2ccc(S(C)(=O)=O)cc2s1 | -0.6 | 0 | -3 | -0.1 | -4 | 94 | -2 | -2 | 26

Next section.
SMILES | OXTR ag | M18AAP inhibitor | GalR3 antag | V1aR counter | OXTR potentiator | MEKK2 WT-MEK5 | MEKK2 mut-MEK5 | GPR7 antagonist | NALP1 yeast inh
O=C(Nc1cccc(C(=O)N2CCOCC2)c1)c1ccccc1 | 0.9 | -1 | 0 | 0.9 | -8 | 96 | -2 | 5 | 7
O=C(CN1C(=O)C2C3CCC(C3)C2C1=O)NCc1ccco1 (stereo unspecified) | -0.1 | -1 | -5 | -0.6 | -8 | 100 | 3 | -4 | 0
Cn1c(SCc2nc(-c3ccc(Cl)cc3)no2)nnc1-c1cccs1 | 3.7 | -3 | -3 | 3.9 | -4 | 105 | 11 | 1 | -9
Cc1cc(C(=O)NNC(=S)NC(C)c2ccccc2)cs1 (stereo unspecified) | 0.8 | -12 | -1 | 0.7 | -6 | 106 | 1 | -5 | 11
c1ccc(OCCOc2ncnc3ccccc23)cc1 | 2.7 | 0 | -6 | 0.8 | -16 | 103 | 1 | 8 | 16
C#CCN(C(=O)CC1C(=O)NCCN1C/C=C/c1ccccc1)C1CCCCC1 (stereo unspecified) | -0.3 | -15 | -8 | 0.3 | -8 | 101 | -1 | -1 | 6
CCn1cc(S(=O)(=O)Nc2ccccc2C(F)(F)F)cn1 | -1.7 | 0 | 4 | -0.3 | -5 | 104 | 3 | -13 | -12
COCc1ccc(CN2CCCC(CCC(=O)NCc3cccc(OC)c3)C2)o1 (stereo unspecified) | -0.9 | -3 | -3 | 2.7 | 2 | 103 | -2 | -2 | 3
CN(CC(=O)NCCCn1ccnc1)S(=O)(=O)c1ccc(Cl)cc1 | 2.1 | nt | -3 | 0.1 | 3 | nt | nt | nt | nt
Cc1ccc(C)c(NC(=O)CN(C)C(=O)CCN2C(=O)c3ccccc3C2=O)c1 | -0.8 | -8 | -4 | -0.1 | 3 | 110 | 15 | -2 | -8
CC1CCc2c(C(=O)Nc3cccc(-c4nn[nH]n4)c3)csc2C1 (stereo unspecified) | -0.3 | 1 | 1 | -0.9 | -3 | 97 | 1 | -3 | 6
COCCn1c(SCC(=O)NC2CC2)nc2ccccc21 | 1.1 | nt | -5 | -0.1 | -4 | nt | nt | nt | nt
Cc1ccc(-c2csc(NC(=O)CCNC(=O)c3ccccc3Cl)n2)cc1 | 4.9 | 5 | -7 | 3.2 | -12 | 101 | -2 | -4 | 28
Cc1c(C(=O)N2CCN(Cc3ccccc3)CC2)sc2ncnc(N3CCOCC3)c12 | 2.0 | -5 | -1 | 0.4 | -7 | 93 | -4 | -3 | 39
CC1=NN(C(C)C)C(=O)C1 | 0.4 | 2 | nt | 0.4 | -10 | 96 | 2 | -23 | 1
O=C(Nc1ccon1)c1ccc(S(=O)(=O)N2CCCCCC2)cc1 | -0.6 | -14 | 3 | 0.4 | -4 | 98 | -1 | -5 | nt
COc1ccc(-n2c(=O)c3ccccc3n(Cc3ccccc3F)c2=O)cc1OC | -0.9 | 2 | -6 | -0.4 | 3 | 100 | 1 | -5 | 8
Cc1cc(C(=O)Nc2ccc3[nH]ccc3c2)no1 | 1.9 | 1 | -2 | 0.5 | 5 | 97 | -1 | -12 | 18
O=[N+]([O-])c1cc(Cl)cc2c1nc(NCCO)c1ccccc12 | 1.8 | -1 | -10 | 4.8 | -11 | 98 | 11 | -3 | 17
CN(CC(=O)Nc1ccccc1Cl)C(=O)COC(=O)Cc1ccc(F)cc1 | 0.8 | -3 | 1 | 2.0 | 0 | 105 | 5 | -8 | 1
O=C(Cc1cccs1)NCCSc1c(-c2ccc(Cl)cc2)[nH]c2ccccc12 | 0.4 | 10 | nt | -0.6 | -4 | 2.0*[inhibitor] | -14 | 19* | 34
CC(=O)c1cccc(NS(=O)(=O)c2ccc3c(c2)N(C(C)=O)CCO3)c1 | 5.2 | 4 | -11 | 7.5 | -9 | 103 | 3 | 0 | -3
COc1ccccc1OCCNC(=O)C1CC(=O)N(Cc2ccc(C)cc2)C1 (stereo unspecified) | -2.0 | nt | -4 | -1.0 | -8 | nt | nt | nt | nt
COc1cccc(COc2ncnc3sccc23)c1 | -0.1 | -3 | 0 | 1.0 | -15 | 99 | -3 | -4 | -6
CC(=O)c1ccc(C(=O)N2CCCC(CCC(=O)N(C)CCc3ccccn3)C2)s1 (stereo unspecified) | 1.6 | -11 | -1 | 0.2 | -10 | 97 | -6 | -1 | 11
COc1ccc2oc(=N)c(C(=O)Nc3ccccc3Cl)cc2c1 | 0.1 | -4 | -4 | 0.3 | -5 | 97 | 4 | -15 | 6
O=C(O)c1ccc2c(c1)S(=O)(=O)N=C1CCCCCN12 | 0.4 | -9 | -6 | 0.0 | 0 | 97 | -4 | 3 | -6
Cn1c(=O)c2c(n(Cc3ccccc3)c1=O)NC(=O)C2CC(=O)N1CCc2ccccc2C1 (stereo unspecified) | nt | 7 | nt | nt | nt | 93 | -8 | -5 | 2
CC(NC(=O)OC(C)(C)C)C(=O)N1CCCC1C(=O)NC(Cc1ccccc1)C(N)=O (stereo unspecified) | 0.9 | -10 | 0 | 0.1 | -5 | 94 | -6 | -1 | 25
Cc1noc(/C=C/c2ccco2)c1S(=O)(=O)N1CCC(C(=O)N2CCc3ccccc32)CC1 | -0.6 | -11 | nt | 0.7 | -4 | 101 | 10 | 8 | -7
CCN(CC(=O)Nc1c(F)cccc1F)C(=O)Cc1n[nH]c(=O)c2ccccc12 | -0.1 | nt | -5 | 0.4 | 1 | nt | nt | nt | nt
O=C(O)CC(Cc1ccc(Cl)cc1)C(=O)NCC12CC3CC(CC(C3)C1)C2 (stereo unspecified) | 0.5 | -10 | -10 | 0.5 | -5 | 107 | 12 | -1 | -5
COc1ccc(C)cc1-n1[nH]nnc1=S | -0.2 | 4 | -3 | 4.0 | 1 | 96 | -9 | -6 | 6
O=C(c1ccco1)N1CCN(c2ccc(Cl)cc2)CC1 | 0.4 | 4 | -4 | 2.8 | -6 | 97 | 3 | -6 | -1
Cc1cc(F)ccc1NC(=O)c1ccc(NS(=O)(=O)c2cc(C(C)(C)C)ccc2C)cc1 | 0.4 | 7 | -6 | 1.4 | -3 | 93 | -3 | -1 | 39
Cc1ccnc(NC(=O)Cn2c(=O)oc3cc(S(=O)(=O)N4CCCC4)ccc32)c1 | 0.2 | -1 | 0 | 0.3 | -4 | 97 | -2 | 1 | 23
COc1cccc(-c2nn(-c3ccccc3)cc2CN(C)Cc2ccno2)c1 | -1.5 | 0 | -6 | -0.2 | -11 | 97 | -2 | 0 | 9
O=[N+]([O-])c1cc2oc3c(c2c(C=NCc2ccncc2)c1O)CCCC3 | nt | 15 | nt | nt | nt | 92 | -1 | -2 | 27
C(=C\CSc1ncn[nH]1)/CSc1ncn[nH]1 | 0.8 | -3 | -4 | 0.1 | 0 | 99 | -3 | 4 | 7
CCC(=O)N1c2ccc(S(=O)(=O)CCC(=O)NCc3cccs3)cc2CC1C (stereo unspecified) | 0.3 | -9 | -2 | 0.1 | -11 | 108 | 4 | -9 | 14
CCOC(=O)c1nn(-c2ccc(F)cc2)c(=O)cc1OCC(=O)Nc1ccc(OCC)cc1 | 0.2 | nt | -3 | 1.1 | -4 | nt | nt | nt | nt
O=C1C(=O)N(CCN2CCOCC2)C(c2cccc(Cl)c2)/C1=C(\O)c1ccc2c(c1)OCCO2 (stereo unspecified) | 0.0 | 9 | -8 | 0.1 | 3 | 99 | 3 | -8 | -1

Screening results deposited in PubChem BioAssay by several laboratories.

Random draw from the library; any-hit rate near 4.1%.
